BLM helicase inh – blocks DNA unwinding by human BLM helicase. P54132. recombinant BLM DNA unwinding, fluorescence dequenching. Potency, µM (highest dose often 56.1 µM), without a hit: at the highest dose activity change, negative = inhibition, hits mostly inhibitors. actives 0.2% (n = 350,000). AID 2528;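 further: potency means the concentration at half of the fitted maximal effect; plate controls were vehicle for no effect and no enzyme for full effect; nearly all actives have a fitted effect of over 35% in size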
APEX1 inh – inhibitors of human APE1 endonuclease; recombinant APE1, TAMRA/BHQ-2 abasic DNA cleavage fluorescence; Potency, µM (doses to about 65.8 µM), for the others: top-dose activity change, negative = inhibition, actives largely listed as inhibitors; actives 0.35% (n = 350,000); AID 2517;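 further: potency means the concentration at half of the fitted maximal effect; plate controls were vehicle for no effect and reference inhibitor for full effect; nearly all actives have a fitted effect of over 55% in size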
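Substrate: short duplex with […] THF abasic site, 5'-TAMRA and 3'-BHQ-2, 50 nM final. APE1 at 0.75 nM, preincubated 15 min RT with compound. Fluorescence increase from first to third read measured activity.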
TRHR agonist – activates the human TRH receptor. P34981. actives 0.18% (n = 360,000). TRHR cells, calcium flux fluo-8, FDSS agonist mode. activation, % at 2 µM. AID 493084; in the data active means activation above about 30%; further: 0% is about no effect
Target sequence (P34981 whole entry, looked up): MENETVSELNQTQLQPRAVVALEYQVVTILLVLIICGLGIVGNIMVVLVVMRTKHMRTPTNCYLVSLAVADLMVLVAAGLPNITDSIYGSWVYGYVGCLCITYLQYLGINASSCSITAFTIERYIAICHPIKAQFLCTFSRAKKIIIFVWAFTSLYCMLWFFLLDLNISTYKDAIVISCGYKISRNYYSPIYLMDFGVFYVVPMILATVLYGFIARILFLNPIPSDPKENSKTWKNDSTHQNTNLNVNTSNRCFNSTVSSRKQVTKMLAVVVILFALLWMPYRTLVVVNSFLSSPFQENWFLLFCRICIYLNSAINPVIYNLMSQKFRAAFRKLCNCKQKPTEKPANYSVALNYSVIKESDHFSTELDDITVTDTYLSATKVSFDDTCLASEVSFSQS
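Read-out: compound-evoked intracellular calcium rise in TRHR cells, fluo-8 dye, kinetic FDSS fluorescence at 1 s/cycle following a 10-cycle baseline. Cells cultured overnight before dye loading (30 min–1.5 h, RT).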
Pol iota inh – DNA polymerase iota (human) inhibition | Q9UNA4 | Pol iota fluorescent replication assay, 10 min | Potency, µM (highest dose often 115 µM), for inactives: top-dose activity, negative = inhibition, hits mostly inhibitors | actives 1% (n = 390,000) | AID 588590; further: potency means the concentration at half of the fitted maximal effect
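Pol iota at 10 nM preincubated 15 min with compounds at room temperature; reaction started with fluorescent substrate, 50 nM final. Fluorescence read kinetically at 0 and 10 min; buffer-only wells as negative control.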
12-LOX inh – blocks human arachidonate 12S-lipoxygenase; P18054; purified 12hLO, xylenol orange hydroperoxide absorbance; Potency, µM (series often up to 108 µM), for inactives: top-dose activity change, negative = inhibition, most hits filed as inhibitors; actives 1.1% (n = 580,000); AID 1671190; further: potency means the concentration at half of the fitted maximal effect; on the % scale 0 is the no-effect control and ±100 the full control effect
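Purified human 12hLO at 150 nM in 25 mM Hepes, 0.01% Triton X-100, pH 7.0, preincubated 15 min at room temperature with compound. Reaction started with 40 uM arachidonic acid, 30 min at room temperature. Hydroperoxide measured by Fe-xylenol orange, 573/405 nm absorbance ratio.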
Pol beta inh – DNA polymerase beta (human) inhibition; actives 1.3% (n = 340,000); Pol beta primer extension/strand displacement, fluorescence kinetic; P06746; Potency, µM (doses to about 114 µM), for the others: at the highest dose activity change, negative = inhibition, actives largely listed as inhibitors; further: potency means the concentration at half of the fitted maximal effect; on the % scale 0 is the no-effect control and ±100 the full control effect
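Preincubation: enzyme (10 nM) with compound, 15 min, RT. Reaction: substrate added to 50 nM final. Reads: 0 and 10 min. Analysis: normalized, Hill fit.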
Pol kappa inh – DNA polymerase kappa (human) inhibition. Q9UBT6. AID 588579. Potency, µM (series often up to 107 µM), inactives show at the highest dose activity, negative = inhibition, most hits filed as inhibitors. actives 0.53% (n = 400,000). purified Pol kappa, fluorescent DNA synthesis assay, 10 min; further: potency means the concentration at half of the fitted maximal effect; on the % scale 0 is the no-effect control and ±100 the full control effect
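Here, compound and 10 nM enzyme are combined for 15 min at room temperature; adding 50 nM substrate (final) starts DNA synthesis, tracked by fluorescence at 0 and 10 min against buffer-only wells.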
ERG Ets-DNA blk – inhibitors of human ERG Ets domain-DNA interaction | P11308 | fluorescence polarization, His-ERG Ets domain / labelled DNA | Potency, µM (doses to about 76.9 µM), for inactives: at the top dose FP activity, negative = inhibition, actives largely listed as inhibitors | actives 0.028% (n = 370,000); active means well fitted inhibition curve with a large enough effect in the polarisation, with a control signal flat; inconclusive means small, poorly fitted or top-dose-only effect, or effect the other way, or a change in a side signal; inactive means no such curve, though single readings can be large or run the other way; the % refers to the polarisation;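 further: polarization taken with two DNA probes labelled with fluorescein and Texas red; potency means the concentration at half of the fitted maximal effect; % of control where 0% means no effect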
Target sequence (P11308 whole entry, looked up, the tested form may be a part): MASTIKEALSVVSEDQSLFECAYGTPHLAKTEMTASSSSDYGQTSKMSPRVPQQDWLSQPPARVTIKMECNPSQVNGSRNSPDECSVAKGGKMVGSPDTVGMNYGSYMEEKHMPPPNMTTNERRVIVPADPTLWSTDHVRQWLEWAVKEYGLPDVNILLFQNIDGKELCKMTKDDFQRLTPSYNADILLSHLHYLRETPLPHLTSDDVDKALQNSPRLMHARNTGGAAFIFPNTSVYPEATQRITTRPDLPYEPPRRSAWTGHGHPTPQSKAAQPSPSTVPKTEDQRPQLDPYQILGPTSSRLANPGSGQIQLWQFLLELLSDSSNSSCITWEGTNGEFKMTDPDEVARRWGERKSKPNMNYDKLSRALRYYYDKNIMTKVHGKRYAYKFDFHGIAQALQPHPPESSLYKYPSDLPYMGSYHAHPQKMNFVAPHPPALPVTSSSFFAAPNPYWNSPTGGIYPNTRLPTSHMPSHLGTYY
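His-tagged ERG Ets domain (1 uM in the protein solution; 300mM KCl, 50mM Tris-HCl, 1mM EDTA, 1mM DTT, pH 7.5) received compound, then a probe mix of 5 nM fluorescein-DNA and 100nM Texas-615-DNA. Fluorescence polarization was read for both dyes.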
Apoferritin bind – candidate novel general anesthetic via apoferritin binding; P02791; apoferritin/1-aminoanthracene competitive binding, fluorescence; Potency, µM (series often up to 77.5 µM), without a hit: top-dose activity change, negative = displacement, most hits filed as inhibitors; actives 0.074% (n = 350,000); AID 485281; further: potency means the concentration at half of the fitted maximal effect; on the % scale 0 is the no-effect control and ±100 the full control effect; nearly all actives have a fitted effect of over 20% in size
Target sequence (P02791 2-175 limits assumed): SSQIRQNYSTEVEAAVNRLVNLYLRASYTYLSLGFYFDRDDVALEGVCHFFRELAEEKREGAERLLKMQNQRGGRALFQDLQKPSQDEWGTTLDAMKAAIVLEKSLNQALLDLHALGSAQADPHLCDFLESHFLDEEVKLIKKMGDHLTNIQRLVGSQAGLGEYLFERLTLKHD
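Probe: 1-aminoanthracene (50% saturated, PBS). Protein: horse-spleen apoferritin, 10 uM. Incubation: 10 min, room temperature. Detection: 380 nm excitation, 535 nm emission. Analysis: normalized response, four-parameter Hill.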
Active calls of the source: *; u = inconclusive; x = no result given; & = joins results of further samples; [ ] = another dose, or the depositor's remark. Unless noted, the call rests on the fitted dose curve; in most records, active means well fitted curve in the direction sought with a large enough effect; inconclusive means small, poorly fitted or top-dose-only effect, or another doubt; inactive means no such curve, though single readings can be large; an effect the other way counts as inactive or inconclusive. This is a subset, so the mix of outcomes need not match the whole.

SMILES | BLM helicase inh | APEX1 inh | TRHR agonist | Pol iota inh | 12-LOX inh | Pol beta inh | Pol kappa inh | ERG Ets-DNA blk | Apoferritin bind
Cc1ccc(Cn2nnc3c(=O)n(Cc4cccc(C)c4)cnc32)cc1 | -6.7% | -5.7% | -0.1 | -5.0% | 7.3% | 2.7% | -9.7% | x | -16.6%
Cc1ccc(C)c(NC(NC(=O)c2cccnc2)C(Cl)(Cl)Cl)c1 (stereo not drawn) | -4.0% | 2.4% | x | -6.5% | -21.4% | 37.2% | -10.8% | x | -12.7%
O=C1CCCC2=C1C(c1ccncc1)Nc1ccccc1N2 (stereo not drawn) | -5.9% | 1.3% | 0.2 | 15.1% | u | -23.1% | -16.3% | -0.9% | -5.2%
Cc1cccc(C)c1NC(=O)CN(C)C(=O)CSCc1c(C)noc1C | x | 8.1% | -0.8 | 26.2% | 6.9% | x | -5.5% | -0.9% | x
CCOc1ccccc1NS(=O)(=O)c1cccc2nsnc12 | -1.0% | -5.6% | -0.7 | -13.1% | 11.4% | 12.5% | -4.6% | -3.7% | -22.9%
O=C(Nc1ccccc1)N1CCC(C(=O)N2CCN(S(=O)(=O)c3cccc(F)c3)CC2)CC1 | -2.8% | -1.3% | 0.0 | -1.9% | -0.8% | 2.5% | -7.0% | 7.5% | -7.5%
CCc1ccc(C(=O)NNC(=O)CCN2CCN(Cc3ccccc3)CC2)cc1 | 0.4% | -6.0% | -0.8 | 49.8%[activator] | -5.8% | -0.1% | -0.6% | 4.5% | -4.1%
COCC(C)NC(=O)c1cc2c(ccc3ccccc32)oc1=O (stereo not drawn) | -13.3% | -0.6% | -0.2 | 11.7% | -11.9% | -11.8% | -14.4% | 2.4% | 454.4%[activator]
COc1cccc(/C=N\NC(C)=O)c1OC/C=C/c1ccccc1 | -3.2% | -10.8% | -1.0 | 32.3%[activator] | 10.6% | 2.1% | -0.7% | 13.7% | -20.8%
CSCC(=O)N1CCCC(CO)(CCCc2ccccc2)C1 (stereo not drawn) | 1.9% | -9.1% | 0.6 | 25.1% | u | 30.0% | -3.1% | 3.7% | -5.8%
O=C(Nc1cc(Cl)ccc1F)c1ccc(-n2cncn2)c([N+](=O)[O-])c1 | x | -4.1% | 0.1 | 34.8%[activator] | -21.9% | x | 7.7% | 6.2% | x
COc1ccc(C(=O)NCCCOc2cccnc2)cc1OC1CCN(C(C)=O)CC1 | -0.3% | 17.4% | 0.4 | 25.8% | 383.4%[activator] | 4.7% | -5.3% | 3.9% | -9.4%
O=C(CCc1ccccc1)N[C@@H]1c2ccccc2CC[C@@H]1OCc1ccccc1 | x | -0.4% | x | -16.0% | u | x | -2.4% | 6.4% | x
Cc1ccc(C)c(N2CCN(CCCNC(=O)c3cnn(-c4ccccc4Cl)c3C3CCN(C(=O)OC(C)(C)C)CC3)CC2)c1 | -8.2% | x | 0.4 | 7.7% | u | -25.6% | -15.4% | 1.0% | u
CC(=O)c1ccc(OCC(=O)NCC(c2ccco2)N2CCCCC2)cc1 (stereo not drawn) | 5.5% | 20.6% | -0.1 | 118.9%[activator] | 0.0% | 1.2% | -5.0% | -1.9% | 2.2%
CCOC(=O)Oc1ccc(C(=O)OCCCN(C)C)cc1OC | 3.0% | 6.3% | 1.2 | 29.0% | -0.8% | 13.0% | -12.0% | x | 1.4%
CC(=O)OCc1c(F)c(F)c(-n2nc(C)cc2C)c(F)c1F | -1.6% | 4.3% | -0.4 | 0.6% | 0.0% | 2.5% | -5.1% | -4.6% | -12.0%
Cc1c(Cc2c(Cl)cccc2Cl)c(=O)ccn1C(C)c1ccccc1 (stereo not drawn) | 3.4% | -1.0% | 2.0 | 7.2% | -5.9% | -10.8% | -4.2% | 5.8% | -15.3%
CC1CCCC(C)N1C(=O)COC(=O)c1ccc(F)c(S(=O)(=O)N2CCOCC2)c1 (stereo not drawn) | 0.7% | 14.5% | 0.6 | 35.6%[activator] | 2.8% | -7.4% | -2.0% | 11.2% | -4.9%
O=C(CSc1nnc(-c2ccc(Cl)cc2)n1-c1ccccc1)N/N=C/c1ccccc1C(=O)O | -3.6% | u | -0.4 | 7.4% | -15.7% | u | -5.2% | 10.6% | -12.3%
Cc1ccc(NC(=O)CN(C)C(=O)Cc2ccc3c(c2)CCC3)cc1 | x | 35.5% | 0.5 | 19.1% | -16.7% | x | -10.4% | 9.6% | x
Cc1cc(C)c(S(=O)(=O)N2CCN(c3ccccc3)CC2)c(C)c1 | -11.0% | 6.2% | -0.1 | -9.3% | -5.6% | 19.7% | 8.4% | 6.0% | 161.2%[activator]
Cc1ccc(/C=N\NC(=O)CC(=O)NCCc2ccccc2)cc1 | -5.6% | 13.4% | -0.9 | 31.5%[activator] | 36.2%[activator] | 0.0% | 1.6% | 7.5% | u
Cc1ccc(NC(=O)C2CC(=O)N(C(C)C)C2)cc1C (stereo not drawn) | -4.4% | 22.4% | 0.5 | 71.9%[activator] | 0.0% | 21.3% | 7.2% | 7.1% | -12.3%
C[C@@H](NS(=O)(=O)c1ccc(Br)cc1F)[C@@H](O)c1ccccc1 | x | -6.8% | x | 10.8% | -16.3% | x | -15.1% | 2.2% | x
The listing continues:
SMILES | BLM helicase inh | APEX1 inh | TRHR agonist | Pol iota inh | 12-LOX inh | Pol beta inh | Pol kappa inh | ERG Ets-DNA blk | Apoferritin bind
Cc1ccc(S(=O)(=O)Nc2ccccc2C(=O)N2CCCCC2C)c(C)c1NS(C)(=O)=O (stereo not drawn) | -2.2% | 98.1%[activator] | -1.5 | 9.2% | -5.5% | 7.7% | 3.8% | 8.4% | -3.2%
COc1ccccc1NC(=O)CSc1ncc2c(n1)-c1cc(Cl)ccc1N(Cc1ccccc1)S2(=O)=O | -17.3% | x | 1.9 | -8.8% | -12.8% | -14.8% | -0.1% | 5.2% | -8.4%
O=C(N/N=C/c1sc(=O)n(-c2ccccc2)c1Cl)c1ccncc1 | -2.4% | 3.4% | 2.4 | -15.9% | 0.9% | 12.0% | -5.2% | 3.1% | -1.9%
COc1ccc(S(=O)(=O)N2CCN(C)CC2)cc1Br | 2.7% | 2.7% | -0.3 | 7.0% | 17.0% | 6.7% | -0.5% | -2.9% | -10.6%
CCCN(Cc1cc2ccc(C)cc2[nH]c1=O)C(=O)c1cccnc1 | -2.2% | 5.4% | -0.1 | 38.3%[activator] | 0.0% | -27.4% | -6.7% | -14.1% | -4.7%
COc1cccc(CNC(=O)Cn2ccc3cc(S(=O)(=O)N4CCCC4)ccc32)c1 | 1.5%&-3.7% | 71.6%[activator] | 0.4&-0.4 | 23.1%&-12.3% | 0.0%&-5.0% | 8.7%&1.5% | 5.6% | 4.3%&-5.8% | -4.8%&-5.3%
COc1ccc(/C=N/NC(=O)c2ccc3c(c2)OCCO3)c(OC)c1 | -9.3% | 29.4% | -0.5 | 109.6%[activator] | 8.8% | -7.8% | -9.2% | -0.4% | -12.5%
COc1ccc(C(CC(=O)Nc2cc(C)ccn2)N2Cc3ccccc3C2=O)cc1 (stereo not drawn) | -7.1% | 25.5% | -1.1 | -0.8% | 0.0% | -2.0% | -9.1% | 0.2% | -15.2%
O=C(c1cccnc1Cl)N1CCOCC1 | -1.0% | 15.6% | 0.9 | 90.7%[activator] | -1.1% | 41.4% | 3.2% | 3.5% | -7.4%
COc1ccc(NC(=O)c2cc(S(=O)(=O)N3CCCCC3)cn2C)cc1Cl | -0.3% | x | -0.4 | 3.4% | 3.7% | 0.0% | -0.2%[60.1 µM] | -1.7% | -11.2%
CCn1nnnc1SCC(=O)Nc1nc2ccccc2s1 | 1.3% | 3.1% | 0.3 | 39.9%[activator] | -4.4% | 10.9% | -2.9% | 2.6% | -3.0%
O=C(Nc1ccc(Cl)cc1)c1cc2c(cc1O)[nH]c1ccccc12 | -14.8% | -7.0% | 3.3 | 82.2%[activator] | -36.2% | -25.2% | -13.1% | -10.2% | 3.7%
Nc1nnc(SCC(=O)N2CCCCC2)s1 | -1.8% | 27.9% | 0.4 | -0.8% | 8.0% | 36.4% | -11.9% | 1.3% | -7.4%
CCOC(=O)N1c2ccccc2C=CC1OCC (stereo not drawn) | -5.7% | -3.2% | 0.4 | x | x | 2.4% | x | x | -8.2%
COc1ccc(CCN2C(=O)c3[nH]nc(-c4ccccc4O)c3C2c2ccc(OC)c(OC)c2)cc1 (stereo not drawn) | -4.8% | x | -0.1 | 8.4% | 1.8% | -10.0% | 13.5% | 0.3% | -4.3%
COc1ccc(OC)c2[nH]c(=O)c(CCNC(=O)C(=O)c3c[nH]c4ccccc34)cc12 | -9.2% | -3.5% | 0.2 | 69.2% | 7.5% | u | 4.1% | -6.3% | -1.2%
O=C1NN(c2cccc(Br)c2)C(=O)/C1=C\c1ccc(N2CCOCC2)cc1 | -1.2% | -20.2% | 1.0 | -19.6% | x | 3.7% | -93.2% | -10.9% | 3.6%
O=S(=O)(CC(CN1CCCCC1)N1CCCCC1)c1ccccc1 (stereo not drawn) | -4.6% | 2.6% | 0.7 | -19.9% | -3.1% | -22.7% | -3.8% | -15.9% | -2.4%
O=c1c(Cl)cc(Cl)nn1-c1ccccc1 | -6.3% | -7.9% | -0.3 | u | -0.2% | 40.6% | -12.3% | -5.7% | -4.5%
COCCNC(=O)Cn1nc(C)c2c(C)n(-c3ccc(C)cc3)nc2c1=O | 0.2% | x | -1.1 | 22.1% | -2.0% | 6.5% | 0.4% | 6.1% | 3.5%

Screens deposited in PubChem BioAssay by National Center for Advancing Translational Sciences (NCATS).
